Bioassay records as filed in PubChem BioAssay.
ELG1 DNA repair = ELG1-dependent DNA repair inhibition | HEK293T ELG1-luciferase reporter, luminescence, 16 h; DNA damage induced by 5-fluorouridine | Potency, µM (titrated, usually from 46.1 µM), without a hit: at the highest dose activity change, negative = inhibition, usual class: inhibitors | 2.3% of 330,000 active; further: potency means the concentration at half of the fitted maximal effect; on the % scale 0 is the no-effect control and ±100 the full control effect; nearly all actives have a fitted effect of over 55% in size
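HEK293T cells expressing luciferase-tagged ELG1 (2,000/well) received 5-Fluorouridine plus compound or DMSO for 16 hr at 37 °C. Luciferase was read by ONE-Glo luminescence after 30 min at room temperature.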
Eya2 inh = blocks the phosphatase activity of human Eya2. O00167. 0.006% of 330,000 active. recombinant Eya2, OMFP fluorescence dephosphorylation (OMFP is methylfluorescein phosphate). Potency, µM (highest dose often 76.9 µM), for the others: top-dose activity, negative = inhibition, most hits filed as inhibitors; further: potency means the concentration at half of the fitted maximal effect; on the % scale 0 is the no-effect control and ±100 the full control effect
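Eya2 (0.2 uM) preincubated 10 min at ambient with compound, then OMFP substrate added at 50 uM; 10 min reaction in 50 mM HEPES pH 7.5, 50 mM NaCl, 5 uM MgCl2, 0.05% BSA, 1 mM DTT. Fluorescence read at Ex 485/Em 525 nm.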
B2AR arrestin = beta2AR (human) beta-arrestin recruitment activity | AID 492947 | Potency, µM (top dose mostly 46.1 µM), for inactives: top-dose activation, usual class: activators | P07550 | beta-arrestin recruitment to beta2AR, cell-based reporter | 0.02% of 330,000 active;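 further: potency means the concentration at half of the fitted maximal effect; 0% = DMSO controls and full agonism = EC100 isoproterenol or metaproterenol; nearly all actives have a fitted effect of over 65% in size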
Target sequence (P07550 whole entry, looked up): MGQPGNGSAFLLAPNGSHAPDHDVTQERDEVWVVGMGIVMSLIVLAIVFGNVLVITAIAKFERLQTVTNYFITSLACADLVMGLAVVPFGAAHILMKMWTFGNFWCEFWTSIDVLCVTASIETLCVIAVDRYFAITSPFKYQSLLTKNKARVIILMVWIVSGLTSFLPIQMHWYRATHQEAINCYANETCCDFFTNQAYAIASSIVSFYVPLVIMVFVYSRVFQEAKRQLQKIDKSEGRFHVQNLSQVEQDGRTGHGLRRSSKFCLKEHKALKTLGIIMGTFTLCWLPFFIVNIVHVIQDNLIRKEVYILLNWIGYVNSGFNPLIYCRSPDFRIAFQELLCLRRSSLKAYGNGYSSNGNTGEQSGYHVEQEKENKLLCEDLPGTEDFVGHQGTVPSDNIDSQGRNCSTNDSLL
USP2a block = blocks human ubiquitin-specific protease USP2a. O75604. USP2 core, Ub-CHOP2 coupled fluorogenic reporter, 485/531. 0.01% of 330,000 active. Potency, µM (top dose mostly 38.3 µM), for the others: top-dose activity change, negative = inhibition, actives largely listed as inhibitors. AID 463254;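 further: potency means the concentration at half of the fitted maximal effect; plate controls were DMSO wells for no effect and full inhibition by NEM control for full effect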
Target sequence (O75604 whole entry, looked up): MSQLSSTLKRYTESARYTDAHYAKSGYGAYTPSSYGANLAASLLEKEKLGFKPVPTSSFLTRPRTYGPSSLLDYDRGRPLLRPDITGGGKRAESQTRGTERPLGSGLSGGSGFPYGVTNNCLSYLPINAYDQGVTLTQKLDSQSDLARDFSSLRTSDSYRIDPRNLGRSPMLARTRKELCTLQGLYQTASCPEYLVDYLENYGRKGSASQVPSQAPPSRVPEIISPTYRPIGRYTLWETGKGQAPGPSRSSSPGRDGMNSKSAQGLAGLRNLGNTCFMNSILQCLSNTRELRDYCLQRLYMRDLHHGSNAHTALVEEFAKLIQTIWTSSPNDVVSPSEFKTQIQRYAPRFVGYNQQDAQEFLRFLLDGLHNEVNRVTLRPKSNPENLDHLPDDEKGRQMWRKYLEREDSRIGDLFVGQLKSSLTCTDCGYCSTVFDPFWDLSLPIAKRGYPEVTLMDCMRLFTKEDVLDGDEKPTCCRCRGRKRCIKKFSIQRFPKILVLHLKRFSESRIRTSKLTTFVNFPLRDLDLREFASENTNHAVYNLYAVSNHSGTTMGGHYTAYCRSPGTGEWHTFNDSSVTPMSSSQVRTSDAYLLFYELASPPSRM
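Deubiquitinase activity read as fluorescence (485/531 nm) after Ub-CHOP2 cleavage activates the enterokinase reporter on its substrate; USP2 core 10nM, Ub-CHOP2 and substrate 25nM each, 30min compound preincubation then 60min RT; data normalized to NEM, curves fitted.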
uPA generation = inhibitors of cell surface uPA generation; cell surface uPA generation assay, qHTS; Potency, µM (series often up to 38.3 µM), for the others: top-dose activity change, negative = inhibition, actives largely listed as inhibitors; 0.31% of 330,000 active; active means well fitted inhibition curve with a large enough effect; inconclusive means small, poorly fitted or top-dose-only effect; inactive means no such curve, though single readings can be large or run the other way; tested in mouse RAW 264.7 cells; further: potency means the concentration at half of the fitted maximal effect; on the % scale 0 is the no-effect control and ±100 the full control effect; nearly all actives have a fitted effect of over 55% in size
TCR act = activators of T cell receptors. Potency, µM (highest dose often 9.22 µM), for the others: at the top dose activation of IL-2 secretion, actives largely listed as activators. 330,000 tested, under 10 active. primary human leukocytes, anti-CD3, IL-2 HTRF, 48 h; further: % of control where 0% means no effect
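Activity was scored as IL-2 release from primary human leukocytes given only a TCR signal (a-CD3 beads) plus compound for 48 hr. Detection used a two-antibody HTRF format read at 665nm.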
TSHR antag = human thyrotropin receptor antagonism; P16473; 0.2% of 330,000 active; TSHR-expressing cells, TSH-stimulated cAMP HTRF, 2 h; active compounds read low; activity change, negative = inhibition, % at 11.5 µM;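 active means activity change below a set negative limit, meaning inhibition stronger than a set level, cut at about -70% in these data; inconclusive means activity change between two set negative limits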; further: on the % scale 0 is the no-effect control and ±100 the full control effect
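TSHR-expressing cells, 200/well, pre-treated with compound, then stimulated with EC80 TSH (4nM final) for 2 hours at 37 deg C. cAMP measured by competitive HTRF: anti-cAMP cryptate antibody in lysis buffer plus cAMP-d2, read after 30 minutes at room temperature.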
Tb PFK block = blocks T. brucei phosphofructokinase | T. brucei PFK, ADP-Glo luminescence | Potency, µM (series often up to 57.5 µM), for the others: at the highest dose activity, negative = inhibition, most hits filed as inhibitors | 0.17% of 330,000 active;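 further: potency means the concentration at half of the fitted maximal effect; 0% = uninhibited 1x PFK enzyme wells and -100% = no-enzyme wells; nearly all actives have a fitted effect of over 60% in size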
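Luminescent ADP detection (ADP-Glo, two-step: ATP depletion then ADP-to-ATP conversion for luciferase) reported PFK activity after 45 min room-temperature reaction of 1.25 nM enzyme with 0.5 mM F6P and 0.1 mM ATP at pH 8.0.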
PTAP TSG101 blk = blocks PTAP/TSG101 interaction to inhibit HIV-1 budding; Potency, µM (series often up to 115 µM), without a hit: top-dose activity change, negative = inhibition, most hits filed as inhibitors; 340,000 tested, under 10 active; Fluorescence polarization, FITC-PTAP peptide / Tsg101 binding; AID 493005; Q99816; active means well fitted inhibition curve with a large enough effect in the main read-out, with a control signal flat, not every such curve was filed as active; inconclusive means small, poorly fitted or top-dose-only effect, or effect the other way, or a change in a side signal; inactive means no such curve, though single readings can be large or run the other way; further: potency means the concentration at half of the fitted maximal effect; % of control where 0% means no effect
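Compounds were pin-transferred onto Tsg101 binding domain (10 uM final) in HEPES pH 7.5 buffer, then FITC-PTAP peptide was added at 50 nM final. After 20 min at RT, polarization reported peptide displacement across a qHTS concentration series.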
Chronic BCR inh = blocks chronic active B-cell receptor signaling; Potency, µM (doses to about 46.1 µM), for the others: top-dose ratio change, negative = lower green/red ratio, most hits filed as inhibitors; ABC-DLBCL IkBa-CBG/CBR reporter, luminescence ratio, 4 h; 0.05% of 340,000 active; AID 493014; active means well fitted inhibition curve with a large enough effect in the signal ratio, with a control signal flat, not every such curve was filed as active; inconclusive means small, poorly fitted or top-dose-only effect, or effect the other way, or a change in a side signal; the % refers to the signal ratio;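 further: potency means the concentration at half of the fitted maximal effect; plate controls were basal doxycycline-induced cells for no effect and cells given 10 µM MG132 for full effect; MG132 reads +100%, hits lower the ratio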
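Doxycycline induced both beetle luciferases in TMD8 lymphoma cells; IKK-driven degradation limits the IkappaBalpha-fused green signal, while red luminescence normalises for cell number and nonspecific effects. Compounds tested up to 46 uM, 4 hrs.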
Mito fusion act = blocks mitochondrial division or promotes mitochondrial fusion | S. cerevisiae fusion-defective mutant growth rescue, CellTiterGlo 48 h | 0.23% of 320,000 active | AID 485298 | Potency, µM (doses to about 46.1 µM), without a hit: top-dose growth rescue (activation), usual class: activators;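 further: potency means the concentration at half of the fitted maximal effect; % of control where 0% means no effect; nearly all actives have a fitted effect of over 45% in size; temperature-sensitive fusion mutants such as fzo1-1 at 37 °C on non-fermentable ethanol glycerol medium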
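Growth-rescue viability read-out: after 48 h at the non-permissive 37C in glycerol/ethanol YPEG, yeast mitochondrial fusion mutants are measured by CellTiterGlo luminescence; compounds (23 nl pinned per well) restoring growth score as division inhibitors or fusion activators.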
Starred values were filed as active, the others as inactive; ? = inconclusive; · = no result given; [ ] = dose if it differs, or a comment. Unless noted, the call rests on the fitted dose curve; in most records, active means well fitted curve in the direction sought with a large enough effect; inconclusive means small, poorly fitted or top-dose-only effect, or another doubt; inactive means no such curve, though single readings can be large; an effect the other way counts as inactive or inconclusive. Random draw from the library; about 3% have a hit in one of these screens.

SMILES	ELG1 DNA repair	Eya2 inh	B2AR arrestin	USP2a block	uPA generation	TCR act	TSHR antag	Tb PFK block	PTAP TSG101 blk	Chronic BCR inh	Mito fusion act
Cc1ccc(CN(C)C(=O)CCc2nc3sc4c(c3c(=O)[nH]2)CCCC4)o1	13%	-10%	-1.2%	1%	-11%	4%	12	-5%	0%	1%	0%
CNC(=O)CCc1[nH]c2ccccc2c1Sc1ccccc1	8%	8%	-0.6%	-6%	-2%	-1%[46.1 µM]	-3	-1%	-1%	-5%	18%
COCC(=O)Nc1nnc(-c2ccc(C(C)(C)C)cc2)s1	?	-15%	-0.1%	1%	?	1%	-2	-1%	-3%	5%	22%
O=c1c2ccccc2c2ccccc2c(=O)n1CC1CCCO1 (configuration not stated)	-2%	23%	-0.2%	-6%	7%	0%	-7	2%	0%	0%	0%
Cn1c(-c2ccc3nc(N)sc3c2)nc2cc(N)ccc21	?	-8%	-0.3%	4%	-3%	·	-7	?	-4%	?	0%
O=C(CN1CCc2ccccc21)NCc1ccccc1Cl	?	1%	-0.5%	2%	1%	3%[46.1 µM]	-4	0%	-5%	?	13%
COc1ccccc1C(=O)N(Cc1cccs1)C1CCS(=O)(=O)C1 (configuration not stated)	9%	-2%	-0.9%	-1%	-1%	2%	6	0%	-1%	?	0%
Cc1cc(NC(=O)c2ccc([N+](=O)[O-])cc2)n(C)n1	21%	-7%	-0.7%	-1%	-2%	-2%	-6	-2%	0%	6%	-1%
N#CCCN1CCN(S(=O)(=O)c2ccc(C3CCCCC3)cc2)CC1	6%	3%	-0.1%	0%	3%	1%	-12	-5%	-1%	7%	4%
C/C(CC(=O)Nc1ccc(Cl)c(Cl)c1)=N\NC(N)=S	-18%	-14%	5.3%	0%	-3%	5%	-15	-28%	-6%	?	-4%
CC(C)N(C)CCOC(=O)C1COc2ccccc2O1 (configuration not stated)	0%	4%	-0.4%	1%	10%	-13%	-2	-2%	-3%	3%	6%
CCOC(=O)[C@H]1[C@H]2COc3ccc(Br)cc3[C@@H]2N2C(=O)c3cc(OC)c(OC)cc3NC(=O)[C@@]12C	-16%	5%	-0.8%	2%	-3%	0%	-8	0%	1%	?	-2%
CCOC(=O)c1ccc(NC(=O)C2C3CCCCC32)cc1 (configuration not stated)	?	7%	0.4%	2%	3%	·	-13	-12%	0%	?	1%
Cc1ccc(S(=O)(=O)[N-]c2nc3ccccc3nc2-n2cc[n+](CCC(C)C)c2)cc1	5%	-24%	-0.3%	1%	-11%	·	5	0%	-4%	25%	-1%
Cc1ccc(/C=C/C(=O)Nc2nc3ccccc3[nH]2)cc1	?	-2%	-0.4%	5%	-1%	-7%[46.1 µM]	6	0%	-4%	7%	0%
Nc1nc2n(n1)C(c1ccccc1Cl)CC(c1ccc(F)cc1)N2 (configuration not stated)	5%	14%	0.1%	3%	3%	-1%	9	-1%	0%	-1%	-2%
COc1cccc(NC(=O)CNC(=O)c2ccc(OC)c(OC)c2)c1	16%	-8%	-0.1%	1%	-2%	5%	9	-19%	-1%	1%	-4%
CC1=NN(c2ccccc2)C(=O)/C1=C\c1ccc(Oc2ccc([N+](=O)[O-])cc2[N+](=O)[O-])cc1	?	-3%	2.7%	3%	-11%	-3%[46.1 µM]	-1	-3%	-4%	?	-1%
Cc1nnc(SCC(=O)N2CCN(Cc3ccccc3)CC2)s1	-3%	-5%	-0.1%	-2%	·	0%	3	-15%	-10%	3%	4%
CC12CCC(=O)N1C(C(=O)Nc1nccs1)CS2 (configuration not stated)	0%	6%	?	2%	0%	0%	-3	0%	-3%	?	5%
CC[C@H]1c2[nH]c3ccccc3c2C[C@@H]2C(=O)N(c3ccc(F)cc3)C(=O)N21	8.2µM*	-15%	0.1%	-3%	15%	-14%	-16	0%	-7%	-6%	7%
Cc1cc(C)c(NC(=O)CSc2nnc(CNC(=O)c3ccco3)o2)c(C)c1	16%	-1%	0.0%	1%	-6%	-2%	13	-21%	-2%	5%	-1%
CCN(C[C@H]1N[C@@](Cc2ccccc2)(C(=O)OC)[C@H]2C(=O)N(Cc3ccccc3)C(=O)[C@@H]12)C(=O)COC	9%	7%	0.2%	0%	-3%	-2%	-4	4%	-1%	-4%	·
Oc1ccc(N=Nc2n[nH]c(-c3ccc(Br)cc3)n2)cc1	?	-5%	0.0%	1%	-6%	-4%[46.1 µM]	-16	-1%	-1%	?	5%
CCN(C(=O)CN1CCN(c2ccccc2F)CC1)c1c(N)n(Cc2ccccc2)c(=O)[nH]c1=O	6%	8%	0.1%	1%	4%	2%	14	6%	-6%	7%	3%
CCC1Nc2ncnc(N3CCN(c4ccccc4)CC3)c2N(Cc2ccc(Br)cc2)C1=O (configuration not stated)	-3%	2%	-2.1%	0%	-12%	4%	-20	0%	2%	-6%	6%
N#Cc1cc(N2CCOCC2)nc2ccccc12	0%	-1%	-0.4%	0%	-10%	-11%	21	3%	-2%	?	-7%
COc1ccc(CN2CC(=O)N(c3ccc(C)cc3C)C2=S)cc1OC	?	-14%	0.5%	0%	-4%	0%	-11	2%	1%	?	-2%
CCCCOC(=O)Cn1c(=O)n(CC(=O)OCCCC)c2cc(C)ccc21	2%	-12%	1.0%	-2%	9%	0%	-20	-2%	-6%	-24%	-4%
Cc1cc(CN2CCCC(CO)(Cc3cccc(Cl)c3)C2)n[nH]1 (configuration not stated)	9%	1%	-0.9%	-4%	7%	-3%	14	8%	-1%	-21%	1%
COc1ccccc1C1=NN(C2=NN=C(N)Cc3ncnn32)C(O)(C(F)(F)F)C1 (configuration not stated)	-10%	-22%	0.3%	2%	-17%	-3%	-3	7%	-2%	-2%	2%
COc1ccccc1Nc1nc(-c2c(C)nc3ncccn23)cs1	-18%	5%	-0.2%	-1%	-2%	-2%	-32	3%	-3%	?	13%
COc1ccc(S(=O)(=O)N2CCCC(C(=O)NCc3ccccn3)C2)cc1 (configuration not stated)	-5%	-2%	-1.6%	0%	1%	-1%	-1	-4%	-3%	2%	-2%
COc1ccc(C(C)=O)cc1CC(=O)NC1CCCCCC1	2%	-2%	-1.0%	3%	0%	13%	-4	1%	1%	3%	-6%
O=C(O)COc1ccc2nsnc2c1Cl	7%	-15%	2.1%	-1%	2%	37%	-2	1%	5%	0%	-1%
CCc1ccc(N(CC(=O)NC2CCCCC2)S(=O)(=O)c2c(C)noc2C)cc1	8%	-3%	-0.3%	-7%	-2%	6%	-2	0%	-3%	?	2%
COc1ccc(/C=C/C(=O)NC(=S)NNC(=O)Cc2cccs2)cc1OC	-8%	17%	0.6%	-4%	1%	-10%	9	4%	-4%	-16%	-2%
